Compound activity: PubChem BioAssay, several laboratories
Bcl-B displacement = displacers of TR3 peptide from Bcl-B, primary screen, selectivity assay for Bfl-1 inhibitor project, biochemical, fluorescence polarization; FP displacement of FITC-TR3 peptide from Bcl-B; higher % means a stronger effect; one-dose displacement, % at 20 µM; IC50 in µM for titrated hits; hit rate 0.11% among 96,000; AID 748;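 active = displacement above 50% at 20 µM plus a fluorescence interference ratio under 1.5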;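 also: plate controls were wells without compound for no effect and wells lacking Bcl-B protein for full effect; a part of the inactive calls stands beside numbers as strong as those of hits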
PLAP inhibitors HTS = inhibition of human placental alkaline phosphatase – biochemical, luminescence, HTS (AID 690); purified PLAP, luminescent substrate; higher % means a stronger effect; inhibition, % at 20 µM; hits with a dose series show IC50 in µM; hit rate 0.08% among 96,000; in the data active = a potency from the dose series; inactive = the rest, 99 in 100 with inhibition below about 30%; also: strong numbers were not always called active
NFkB transloc pot = enhances IL-1B driven NFkB nuclear translocation; HUVEC IL-1B NFkB p65 nuclear translocation imaging; activation, % at 2 µM; hit rate 0.3% among 94,000; AID 819;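 active = activation above 40%, about the mean plus 3 SD, also judged a hit on visual image review; inconclusive = activation above 40% but not a hit on visual review; inactive = activation not above 40% and no visual hit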;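 also: percent activation is computed from the nuclear over cytoplasmic p65 intensity ratio; values of inactives mirror those of a sister screen read the other way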
NFkB transloc inh = blocks IL-1B driven NFkB nuclear translocation in HUVEC cells; HUVEC IL-1B NFkB p65 nuclear translocation imaging; hit rate 0.43% among 94,000; AID 796; inhibition, % at 2 µM;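 active = inhibition above about 30% together with a positive call from visual inspection of the well image, limit read from the data; inconclusive = inhibition above a set limit but visual check negative; inactive = inhibition not above a set limit, visual check negative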;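 also: nuclear over cytoplasmic p65 intensity ratio measured by imaging; 0% = IL-1B stimulated DMSO wells and 100% = unstimulated DMSO wells; values of inactives mirror those of a sister screen read the other way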
MRP resist rev = reverses drug resistance mediated by MRP. H69AR cells + 2 uM doxorubicin, CellTiter-Glo, 72 h. differential viability (reversal), % at 10 µM. hit rate 0.04% among 85,000. AID 602;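 active = viability drop by adding the cancer drug above about 55%, with treated viability meeting a 40% cutoff, limit read from the data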;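 also: viability without doxorubicin minus viability with 2 µM doxorubicin for each compound; larger differential means the compound sensitizes cells more to doxorubicin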
MRP resist rev cytotoxicity = further read-out of MRP resist rev, marked with its call; viability, %; H69AR cells, CellTiter-Glo, 72 h; measured here: cytotoxicity without doxorubicin
MRP resist rev with doxorubicin = also measured in MRP resist rev; calls as there; viability, %; measured here: viability with 2 uM doxorubicin; active compounds read low
NFkB transloc inh cell count 2 µM = also measured in NFkB transloc inh; calls as there; cell count; measured here: cells passing quality filter;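 raw number of nuclei counted in each imaged well without normalization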
NFkB transloc pot cell count 2 µM = further read-out of NFkB transloc pot, marked with its call; cell count; measured here: cells passing quality filter
The depositor's hits bear a star; ? = inconclusive; . = no result given. An excerpt; the hit share may differ from the screen's.

Structure	Bcl-B displacement	PLAP inhibitors HTS	NFkB transloc pot	NFkB transloc pot cell count 2 µM	NFkB transloc inh	NFkB transloc inh cell count 2 µM	MRP resist rev	MRP resist rev cytotoxicity	MRP resist rev with doxorubicin
Cc1cccc(C)c1NC(=O)C(NC(=O)c1ccccn1)c1ccc([N+](=O)[O-])cc1 (stereo not given)	-1%	-13%	2	127	-2	127	.	.	.
O=C(NC1CCCCCC1)c1c(F)c(F)c(F)c(F)c1F	4%	20%	.	.	.	.	-10	96	106
Cc1ccccc1NC1=NC(C)(C)N=C(N)N1	-2%	-8%	-11	170	11	170	6	99	92
CCN1C(=O)/C(=C\N(C)C)c2ccccc21	.	.	1	128	-1	128	-3	86	89
CCCC(=O)Nc1nc2ccc(NC(=O)c3ccc(Br)o3)cc2s1	-12%	20%	23	132	-23	132	8	90	83
O=C(c1ccccc1)c1cccn1CC(=O)N1CCN(C2CCCCC2)CC1	4%	-23%	2	95	-2	95	11	92	81
COc1ccc(Cc2c(O)nc(SC)n(C(C)=O)c2=O)cc1	2%	2%	-1	86	1	86	-1	97	98
CC(C)(C)c1ccc(OCCn2ccccc2=O)cc1	5%	-71%	-5	47	5	47	12	91	79
O=C(C1=C(O)C(=O)N(CCOCCO)C1c1cccs1)c1cccs1 (stereo not given)	-13%	-5%	17	121	-17	121	-10	91	101
Cc1ccc(S(=O)(=O)N(CC(=O)NCCSCc2ccco2)c2cc(C)ccc2C)cc1	.	.	12	105	-12	105	.	.	.
CC(=O)OC1CC(C)(C)N(OC(=O)CCCN2C(=O)c3ccccc3C2=O)C(C)(C)C1	-2%	-38%	.	.	.	.	-1	101	103
O=C(CN1CCCCCC1)NCCc1ccc(F)cc1	2%	-37%	5	85	-5	85	7	100	94
O=C(Nc1nnc(SCc2c(Cl)cccc2Cl)s1)C1CCCO1 (stereo not given)	-8%	-5%	-7	88	7	88	4	75	72
CC1Cc2cc(/C(O)=C3/C(=O)C(=O)N(CCCn4ccnc4)C3c3ccncc3)ccc2O1 (stereo not given)	4%	-1%	-5	129	5	129	17	96	79
CCCn1nnc(NC(=O)c2cccc(OCc3ccccc3)c2)n1	5%	7%	5	173	-5	173	-1	66	68
COC(=O)C1=C(C)Nc2ncnn2C1c1ccco1 (stereo not given)	-5%	21%	2	152	-2	152	13	97	84
O=C(Nc1nc2ccccc2s1)c1cnccn1	7%	-11%	-7	181	7	181	.	.	.
COc1cc(NC(=O)c2cc(-c3cccc(O)c3)on2)cc(OC)c1OC	-8%	0%	25	75	-25	75	-35	28	63
Cn1cnc2c1c(=O)n(Cc1ccccc1)c(=O)n2C	6%	18%	5	164	-5	164	13	95	82
COc1ccc(/C=N/NC(=O)c2nonc2C)cc1	0%	6%	19	192	-19	192	.	.	.
CCCOc1ccccc1C1CC(=O)NC(C)=C1C(=O)OCC(C)C (stereo not given)	1%	4%	?	.	-79	168	-9	89	98
COC(=O)c1ccccc1N/C=C1\CCc2c(c(C)nn2-c2ccccn2)C1=O	-197%	-13%	.	.	.	.	.	.	.
O=C(Nc1ccc(Cl)cn1)c1cnn2cccnc12	-5%	-6%	2	98	-2	98	6	55	49
CC12CC(NC(=O)N1CCc1ccccc1)c1ccccc1O2 (stereo not given)	22%	-4%	?	.	-44	100	-5	96	101
COc1ccc(/C=C/C(=O)Nc2ccccc2C(=O)N2CCCC2)cc1	15%	1%	-10	132	10	132	.	.	.
CCn1nc2cc(C(=O)NCC34CC5CC(CC(C5)C3)C4)ccc2c1OC	-6%	-27%	8	143	-8	143	.	.	.
COC(=O)c1ccc(COc2cccc(OC)c2)o1	-3%	20%	-4	118	4	118	5	93	89
CCOC(=O)N1CCN(CC(=O)Nc2cccc(Br)c2)CC1	8%	-10%	15	188	-15	188	-1	89	90
Cc1cc(N(C)C)c(C#N)c(NCc2ccccc2)n1	9%	4%	-1	120	2	120	30	87	57
CC(Nc1ccccc1)c1cc(Cl)ccc1O (stereo not given)	.	.	-91	12	91*	12*	-3	79	83
CCC(C)(C)n1nnnc1C(c1cccs1)N1CCc2ccccc21 (stereo not given)	-7%	14%	-6	128	6	128	7	94	87
CC(C)[C@H](NC(=O)NCc1ccc(Cl)cc1)C(=O)O	-2%	-12%	3	177	-3	177	-38	77	116
O=C(CNC(=O)c1cccs1)NCC(=O)OCc1ccc(Cl)cc1Cl	-1%	6%	-2	93	2	93	.	.	.
Cc1cc(C)c2cc(CN(CCO)Cc3nnnn3Cc3ccccc3)c(=O)[nH]c2c1	-1%	-56%	-5	118	5	118	5	67	62
O=C(CSc1nc(-c2ccco2)cc(C(F)(F)F)n1)NCc1cccs1	-5%	12%	9	159	-9	159	.	.	.
CCC(C)(C)n1nnnc1CN1CCN(c2nc3cc(OC)ccc3cc2C#N)CC1	3%	-13%	-1	195	1	195	-12	73	85

Compounds shown so far that contain an aryl methoxy group (7):
Structure	Bcl-B displacement	PLAP inhibitors HTS	NFkB transloc pot	NFkB transloc pot cell count 2 µM	NFkB transloc inh	NFkB transloc inh cell count 2 µM	MRP resist rev	MRP resist rev cytotoxicity	MRP resist rev with doxorubicin
COc1ccc(Cc2c(O)nc(SC)n(C(C)=O)c2=O)cc1	2%	2%	-1	86	1	86	-1	97	98
COc1cc(NC(=O)c2cc(-c3cccc(O)c3)on2)cc(OC)c1OC	-8%	0%	25	75	-25	75	-35	28	63
COc1ccc(/C=N/NC(=O)c2nonc2C)cc1	0%	6%	19	192	-19	192	.	.	.
COc1ccc(/C=C/C(=O)Nc2ccccc2C(=O)N2CCCC2)cc1	15%	1%	-10	132	10	132	.	.	.
CCn1nc2cc(C(=O)NCC34CC5CC(CC(C5)C3)C4)ccc2c1OC	-6%	-27%	8	143	-8	143	.	.	.
COC(=O)c1ccc(COc2cccc(OC)c2)o1	-3%	20%	-4	118	4	118	5	93	89
CCC(C)(C)n1nnnc1CN1CCN(c2nc3cc(OC)ccc3cc2C#N)CC1	3%	-13%	-1	195	1	195	-12	73	85

The results go on.
Structure	Bcl-B displacement	PLAP inhibitors HTS	NFkB transloc pot	NFkB transloc pot cell count 2 µM	NFkB transloc inh	NFkB transloc inh cell count 2 µM	MRP resist rev	MRP resist rev cytotoxicity	MRP resist rev with doxorubicin
COCCN(C(=O)CCC(=O)Nc1ccccn1)C(C(=O)NCCC(C)C)c1ccc(OC)cc1 (stereo not given)	-6%	-65%	-5	96	5	96	5	88	82
CC(C)(C)c1nc2c(C#N)c(-c3ccc(Cl)cc3)ccn2n1	-11%	-71%	13	179	-13	179	-5	70	75
CCCC(=O)Nc1cccc(NC(=O)c2ccc3c(c2)OCCO3)c1	5%	-17%	6	170	-6	170	3	80	77
CCC(C)[C@H](NC(=O)NCCCN1CCOCC1)C(=O)OC (stereo not given in full)	5%	-1%	-11	165	12	165	5	88	83
CCCN1C(=O)SC(CC(=O)Nc2ccccc2C)C1=O (stereo not given)	.	.	-3	173	3	173	-63	30	92
COC(=O)NC(=C(Cl)Cl)S(=O)(=O)c1ccccc1	-6%	2%	7	172	-7	172	0	1	1
c1ccc(COc2ccc(OCCCCN3CCCCC3)cc2)cc1	0%	-71%	-6	40	9	122	17	82	65
COc1ccccc1C1CN(c2ccc(F)cc2F)N=C1c1cccs1 (stereo not given)	-115%	-7%	-2	188	2	188	6	72	66
CCC(C)c1ccc(OCC(=O)O)cc1 (stereo not given)	1%	2%	8	109	-8	109	-2	90	93
CCOC(=O)N1CCC(NS(=O)(=O)c2cc(Br)cc3c2N(C(=O)CC)CC3)CC1	-9%	-23%	.	.	.	.	8	95	88
CC(=O)Nc1ccc(S(=O)(=O)NCc2ccc3c(c2)cc(C)n3C)cc1	4%	-8%	.	.	.	.	4	92	88
ON=C1CCN(c2ncc(C(F)(F)F)cc2Cl)CC1	13%	-7%	4	161	-4	161	.	.	.
O=P(OC1CCCCC1)(OC1CCCCC1)C(O)c1c(Cl)cccc1Cl (stereo not given)	-6%	10%	.	.	.	.	16	87	72
COc1ccc(C2C(=O)N(C3CCCCCC3)CC(=O)N2Cc2ccccc2)cc1OC (stereo not given)	-6%	-31%	6	170	-6	170	-7	81	88
Cc1cc(OCC(=O)Nc2ccncc2)ccc1Br	6%	-1%	3	122	-3	122	-7	106	113
Fc1ccc(N2CCN(C(c3cccs3)c3nnnn3C3CCCC3)CC2)cc1 (stereo not given)	-12%	-39%	3	95	-3	95	18	87	69
O=C(O)CCC(NC(=O)OCc1ccccc1)C(=O)O (stereo not given)	2%	-1%	3	198	-3	198	-11	93	104
Cc1noc(C)c1S(=O)(=O)N1CCC(C(=O)N2CCN(c3ccc(Cl)cc3)CC2)CC1	-1%	-54%	-4	168	4	168	15	70	55
O=C(Nc1ccc(F)cc1)N1CCN(c2nc3ccccc3s2)CC1	-6%	-20%	28	170	-28	170	13	76	63
COc1ccc(-c2cc(C(F)(F)F)nc(SCCC(=O)N3CCOCC3)n2)cc1	-2%	8%	16	123	-16	123	-46	39	85
COc1ccc(OCc2ccc(-c3nc4ccccc4c(=O)n3N)o2)cc1	-22%	3%	13	182	-13	182	-22	62	84
CC(C)OC(=O)CSc1nnc(-c2cnccn2)n1-c1ccc(Cl)cc1	5%	-72%	11	160	-11	160	5	86	81
O=C(c1c[nH]c(C(=O)C(Cl)(Cl)Cl)c1)c1ccccc1Cl	-10%	-2%	-7	75	7	75	-2	23	26
CC(C)NC(=O)CSCc1c(Cl)cccc1Cl	1%	11%	8	178	-8	178	.	.	.
CC/C=C/C(=O)N1CC2(CC(c3cccc(NC(=O)c4ccccc4)c3)=NO2)C[C@@H]1C(N)=O (stereo not given in full)	6%	-19%	-4	125	4	125	.	.	.
CS(=O)(=O)N(Cc1ccccc1)c1ccccn1	5%	8%	16	176	-16	176	1	100	98
Cc1cc(OC(=O)c2ccccc2Br)cc(=O)n1C	5%	3%	2	127	-2	127	.	.	.
C=CCc1cccc(CNc2nc3ccccc3n2CCC)c1O	-6%	6%	25	133	-25	133	-2	50	51
CCOC(=O)C1=C(C)NC2=C(C(=O)C(C(=O)OC)C(C)C2)C1c1ccc(OC)c(O)c1 (stereo not given)	1%	-22%	1	153	-2	153	-1	92	93
COc1ccc(CC(=O)Nc2nc3n(n2)C(c2ccccc2)CC(=O)N3)cc1OC (stereo not given)	-4%	-51%	2	112	-2	112	2	105	103
O=C(c1ccccc1-c1nc(-c2ccc(F)cc2)no1)N1CCCC1	3%	-20%	5	110	-5	110	-5	53	58
O=C(C1CC(=O)N(C2CCCC2)C1)N1CCN(c2ccccc2F)CC1 (stereo not given)	-4%	-31%	-2	160	2	160	5	94	88
CN(C1CCCCC1)S(=O)(=O)c1ccc(NC(=O)C2CCCCC2C(=O)O)cc1 (stereo not given)	-10%	-45%	2	185	-2	185	-1	83	84
CCOC(=O)c1cnc(-n2nc(C)cc2C)nc1NC1CCCCC1	6%	-18%	-6	93	6	93	0	1	1
O=C(N/N=C/c1ccc(O)cc1)c1csc2ccccc12	-6%	-16%	6	117	-6	117	.	.	.
CCC(OC(=O)c1cccs1)C(=O)NC1CCCCC1 (stereo not given)	-11%	3%	5	163	-5	163	-17	78	95
CN1C(=O)CC(N2CCN(c3ncccn3)CC2)C1=O (stereo not given)	4%	10%	19	162	-19	162	13	97	84
COc1ccccc1-c1ccc(Nc2cccc(C(C)=O)c2)nn1	-2%	-49%	-6	99	6	99	19	83	64
Cc1onc(-c2ccccc2Cl)c1C(=O)Nc1ccc(-n2nncc2-c2ccco2)cc1	-13%	-1%	3	79	-3	79	.	.	.
Clc1cc(Cl)c2nc(N3CCOCC3)sc2c1	.	.	2	140	-2	140	12	102	90
